Screens (PubChem BioAssay)
EBV gp42 inh: inhibitors of Epstein-Barr virus glycoprotein 42. AID 1085. inhibition, % (tested at 21.74 µM). Q1HVG2. Fluorescence polarization binding assay, mP read-out. 0.42% of 220,000 active; in the data active means inhibition above about 50%
Target sequence (Q1HVG2 whole entry, looked up): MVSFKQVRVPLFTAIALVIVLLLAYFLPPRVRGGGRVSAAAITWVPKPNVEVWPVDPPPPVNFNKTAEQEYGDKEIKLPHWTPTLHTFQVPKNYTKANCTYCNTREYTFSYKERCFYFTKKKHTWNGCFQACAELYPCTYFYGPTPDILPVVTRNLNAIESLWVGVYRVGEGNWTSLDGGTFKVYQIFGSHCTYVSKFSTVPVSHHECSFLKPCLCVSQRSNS
TRPML3 ag: human mucolipin-3 channel agonism; Q8TDD5; HEK293 TRPML3-YFP, Fluo-8 calcium fluorescence; 100% = the carbachol control signal; activation, % at 3 µM; 0.29% of 220,000 active;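 active means activation above its plate's cutoff, the mean activation of the plate's test wells plus 3 SD, cut at about 12% in these data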;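 further: 0% = DMSO only wells and 100% = carbachol wells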
Target sequence (Q8TDD5 whole entry, looked up): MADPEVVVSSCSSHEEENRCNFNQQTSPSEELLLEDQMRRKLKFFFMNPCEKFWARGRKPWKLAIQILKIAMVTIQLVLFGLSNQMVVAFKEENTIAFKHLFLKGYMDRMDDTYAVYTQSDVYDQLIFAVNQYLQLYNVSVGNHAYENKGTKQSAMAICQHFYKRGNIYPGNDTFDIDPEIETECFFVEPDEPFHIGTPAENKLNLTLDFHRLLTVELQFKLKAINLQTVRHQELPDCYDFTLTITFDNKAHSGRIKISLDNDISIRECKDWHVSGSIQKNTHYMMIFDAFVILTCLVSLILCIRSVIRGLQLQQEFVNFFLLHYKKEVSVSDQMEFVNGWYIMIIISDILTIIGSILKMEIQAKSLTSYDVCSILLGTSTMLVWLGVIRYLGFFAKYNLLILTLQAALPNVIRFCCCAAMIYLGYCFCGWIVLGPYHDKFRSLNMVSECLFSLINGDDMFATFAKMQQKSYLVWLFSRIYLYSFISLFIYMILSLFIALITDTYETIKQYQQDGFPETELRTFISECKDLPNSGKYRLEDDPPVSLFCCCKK
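Material: HEK293 cells stably carrying human TRPML3-YFP; compound dosing: single dose, 3 µM final nominal compound, 0.3% DMSO final; incubation: 1-h 37 °C dye load, 5-s basal, 120-s post-compound reads; technique: Fluo-8 intracellular calcium fluorescence, excitation 470-495 nm, emission 515-575 nm; read-out basis: percent activation from peak-to-basal fluorescence ratio, scaled between DMSO and carbachol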
PPC-1+TRAIL kill: compounds killing PPC-1 cancer cells with TRAIL present (potentiator screen, no TRAIL-free arm). PPC-1 cells + TRAIL, ATPLite viability luminescence. cell killing (% activity), % at 4 µM. 0.41% of 220,000 active;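 active means cell killing above 50% in the first pass at 4 µM, then a duplicate retest at 5 µM averaging 50% or more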;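 further: plate controls were cells with TRAIL plus DMSO for no effect and medium-only wells lacking cells for full effect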
thrombin 1536: thrombin (human) inhibition. inhibition, % at 5 µM. P00734. 0.26% of 220,000 active. alpha-thrombin, Boc-VPR-AMC fluorogenic substrate cleavage;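 active means inhibition at or above 40%; inactive means inhibition below 40%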;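 further: 0% = enzyme with no compound and 100% = wells without enzyme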
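Material: Human alpha-thrombin protein | Buffer or medium: pH 7.5 Tris-saline with Tween 20 | Reagent: Boc-VPR-AMC substrate, 15 µM final | Schedule: Reaction at ambient temperature | Detection: AMC fluorescence at 355 nm excitation and 460 nm emission | Evaluation: Percent inhibition scaled between no-compound controls and no-enzyme blanks | Controls: no-compound enzyme wells and no-enzyme blanks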
Furin inhibitor: blocks human furin protease activity; P09958; purified furin, fluorogenic substrate cleavage; inhibition, % at 30 µM; 0.061% of 220,000 active; in the data active means inhibition above about 25%; further: inactives centre near -15
TbHK1 inh: blocks Trypanosoma brucei hexokinase 1 activity; inhibition, % at 10 µM; 0.11% of 220,000 active; recombinant TbHK1, G6PDH-coupled NADH A340; AID 1430;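 active means inhibition of 50% or more in the single-dose primary screen; inactive means inhibition below 50%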
zfTRPN1 agonist: zebrafish TRPN1 (NompC) channel agonism. HEK293 zebrafish TRPN1-YFP, Fluo-8 calcium fluorescence; 100% = response to 87 µM carbachol. activation, % at 3 µM. 0.18% of 220,000 active;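 active means activation above its plate's cutoff, the mean activation of test wells on that plate plus 3 SD, cut at about 19% in these data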;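 further: 0% = DMSO alone and 100% = 87 µM carbachol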
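Material: zebrafish TRPN1-YFP in HEK293 cells. Doses: one dose of 3 µM, 0.3% DMSO. Incubation: dye 1 h 37 °C plus 30 min RT. Measured by: intracellular calcium fluorescence with Fluo-8.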
KCC2 mod: modulators of human KCC2 chloride dependent transport; Q9H2X9; AID 1456; B-score of Tl+ flux slope (higher = more flux/activation; lower = inhibition) at 10 µM; 2.2% of 190,000 active; KCC2 cells, thallium flux FluoZin-2 fluorescence;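 active means thallium flux slope and its plate-corrected score both differing from the plate sample mean at a set confidence after two filtering rounds, in either direction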;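 further: slope of fluorescence scaled to starting intensity during 10 to 20 s after thallium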
Calpain2 inh: calpain II (pig) inhibition; AID 1236; inhibition, % at 16 µM; 0.37% of 220,000 active; purified calpain II, fluorogenic peptide substrate, 30 min;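 active means inhibition above about 50%, limit read from the data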
Active calls of the source: *; [ ] = dose if it differs, or a comment.

Results for O=C(CSc1nnc(COc2ccc(F)cc2)o1)N1c2ccccc2CCc2ccccc21 ?
EBV gp42 inh: 7; TRPML3 ag: -0.5; PPC-1+TRAIL kill: 8; thrombin 1536: 7; Furin inhibitor: -12; TbHK1 inh: 7; zfTRPN1 agonist: -0.7; KCC2 mod: -0.77; Calpain2 inh: -22

Results for CCOC(=O)/C=C1\SCC(=O)N1CC(=O)NCc1cccc(Cl)c1 ?
EBV gp42 inh: -18; TRPML3 ag: 0.3; PPC-1+TRAIL kill: 31; thrombin 1536: 13; Furin inhibitor: -15; TbHK1 inh: -4; zfTRPN1 agonist: -0.5; KCC2 mod: 0.98; Calpain2 inh: 17

What do the screens show for `CCN(CC)S(=O)(=O)c1cc(NC(=O)COc2ccc(C#N)cc2OC)ccc1C`?
EBV gp42 inh: 2; TRPML3 ag: 1.5; PPC-1+TRAIL kill: 4; thrombin 1536: -4; Furin inhibitor: -10; TbHK1 inh: -7; zfTRPN1 agonist: 4.1; KCC2 mod: -0.28; Calpain2 inh: 19

Results for Cc1nc(C(=O)NNC(=O)c2ccc(Cl)cc2)cs1 ?
EBV gp42 inh: -19; TRPML3 ag: 1.2; PPC-1+TRAIL kill: -2; thrombin 1536: -5; Furin inhibitor: -26; TbHK1 inh: -10; zfTRPN1 agonist: 2.1; KCC2 mod: 9.9*; Calpain2 inh: -15

What do the screens show for `COc1ccc(S(=O)(=O)N(C)CC(=O)Nc2ccc(C(N)=O)cc2)cc1OC`?
EBV gp42 inh: 10; TRPML3 ag: 1.2; PPC-1+TRAIL kill: 25; thrombin 1536: -18; Furin inhibitor: -13; TbHK1 inh: 0; zfTRPN1 agonist: 0.4; KCC2 mod: 1.1; Calpain2 inh: 10

Results for N#Cc1nc(/C=C/c2ccccc2)oc1NCCCN1CCOCC1 ?
EBV gp42 inh: -6; TRPML3 ag: 0.8; PPC-1+TRAIL kill: -8; thrombin 1536: -4; Furin inhibitor: -365; TbHK1 inh: -51; zfTRPN1 agonist: -0.4; KCC2 mod: 0.18; Calpain2 inh: -326

Results for COc1ccc(CCNS(=O)(=O)c2ccc(N3CCCC3=O)cc2)cc1 ?
EBV gp42 inh: -19; TRPML3 ag: 1.4; thrombin 1536: 2; Furin inhibitor: -24[20 µM]; TbHK1 inh: -4; zfTRPN1 agonist: 4.3; KCC2 mod: 0.21; Calpain2 inh: -15

What do the screens show for `N#Cc1ccsc1NC(=O)CN1CCN(c2ccccc2O)CC1`?
EBV gp42 inh: 2; TRPML3 ag: 0.6; PPC-1+TRAIL kill: 16; thrombin 1536: -6; Furin inhibitor: -25; TbHK1 inh: 2; zfTRPN1 agonist: 2.2; KCC2 mod: 0.31; Calpain2 inh: -69

Results for O=C(CCc1nnc(CCCCc2ccccc2)o1)NC1CCCC1 ?
EBV gp42 inh: -7; TRPML3 ag: 0.0; PPC-1+TRAIL kill: 9; thrombin 1536: -7; Furin inhibitor: -29; TbHK1 inh: -1; zfTRPN1 agonist: -2.5; KCC2 mod: -2; Calpain2 inh: -14

What do the screens show for `O=C(Cc1c(F)cccc1Cl)Nc1ncc([N+](=O)[O-])s1`?
EBV gp42 inh: 3; TRPML3 ag: 11; PPC-1+TRAIL kill: 11; thrombin 1536: 2; Furin inhibitor: -9; TbHK1 inh: 3; zfTRPN1 agonist: 18; KCC2 mod: -1.1; Calpain2 inh: 25

Results for Cc1ccc(Cn2c(=O)cc(C(=O)O)c3ccccc32)cc1 ?
EBV gp42 inh: -20; TRPML3 ag: 0.4; PPC-1+TRAIL kill: 7; thrombin 1536: -20; Furin inhibitor: -30; TbHK1 inh: -8; zfTRPN1 agonist: 0.8; KCC2 mod: 0.082; Calpain2 inh: -21

Results for CCOC(=O)c1c(C)c(C(=O)OCC)n(C)c1C ?
EBV gp42 inh: -8; TRPML3 ag: -0.3; PPC-1+TRAIL kill: -5; thrombin 1536: -4; Furin inhibitor: -19; TbHK1 inh: -7; zfTRPN1 agonist: -0.6; KCC2 mod: -0.77; Calpain2 inh: 23

Results for CC1CC(C)CN(CCCNC(=O)c2cc3c(=O)[nH]c4ccccc4c3n2C)C1 (stereo not drawn) ?
EBV gp42 inh: -16; TRPML3 ag: 0.8; PPC-1+TRAIL kill: -12; thrombin 1536: 0; Furin inhibitor: -30; TbHK1 inh: -1; zfTRPN1 agonist: -1.1; KCC2 mod: -1.9; Calpain2 inh: -12

Results for COc1cccc(C2CC(c3cccc(Br)c3)n3nc(N)nc3N2)c1 (stereo not drawn) ?
EBV gp42 inh: -8; TRPML3 ag: 0.5; PPC-1+TRAIL kill: -1; thrombin 1536: -1; Furin inhibitor: -19; TbHK1 inh: -4; zfTRPN1 agonist: 4.2; KCC2 mod: 1.6; Calpain2 inh: -31

How did CC(=O)c1ccc(N2CCN(C(=O)c3cc(C)on3)CC2)cc1 do in these assays?
EBV gp42 inh: -14; TRPML3 ag: 0.7; PPC-1+TRAIL kill: 32; thrombin 1536: 0; Furin inhibitor: -3[20 µM]; TbHK1 inh: -37; zfTRPN1 agonist: 2.2; KCC2 mod: -0.16; Calpain2 inh: -10

What do the screens show for `COCCn1cc(C(=O)N2CCC(C)CC2)c2c3ccccc3n(C)c2c1=O`?
EBV gp42 inh: -8; TRPML3 ag: 1.7; PPC-1+TRAIL kill: 1; thrombin 1536: -1; Furin inhibitor: -48; TbHK1 inh: -15; zfTRPN1 agonist: 1.2; Calpain2 inh: -84

Results for O=C(Nc1nc(-c2ccccn2)cs1)C1COc2ccccc2O1 (stereo not drawn) ?
EBV gp42 inh: 9; TRPML3 ag: -0.1; PPC-1+TRAIL kill: 28; thrombin 1536: 0; Furin inhibitor: -17; TbHK1 inh: 23; zfTRPN1 agonist: 2.8; KCC2 mod: -0.86; Calpain2 inh: 20

How did CCC(=O)NC(Nc1nc(C)cs1)(C(=O)OC)C(F)(F)F (stereo not drawn) do in these assays?
EBV gp42 inh: -3; TRPML3 ag: 0.4; PPC-1+TRAIL kill: 24; thrombin 1536: -3; Furin inhibitor: -20; TbHK1 inh: 0; zfTRPN1 agonist: -1.2; KCC2 mod: 0.52; Calpain2 inh: 31

What do the screens show for `CN1C(=O)/C(=C/C=C2\SCCN2C)OC1=S`?
EBV gp42 inh: -294; TRPML3 ag: 1.4; PPC-1+TRAIL kill: 7; thrombin 1536: 9; Furin inhibitor: 1; TbHK1 inh: -4; zfTRPN1 agonist: 2.1; Calpain2 inh: -3

How did COc1cc(NC(=O)CCNS(=O)(=O)c2ccc3c(c2)CCC(=O)N3)cc(OC)c1 do in these assays?
EBV gp42 inh: -7; TRPML3 ag: 0.3; PPC-1+TRAIL kill: 9; thrombin 1536: 1; Furin inhibitor: -26; TbHK1 inh: 3; zfTRPN1 agonist: 0.9; KCC2 mod: -0.34; Calpain2 inh: -4

Looked up by structure from the list above, 3 records:
What do the screens show for `CN1C(=O)/C(=C/C=C2\SCCN2C)OC1=S`?
EBV gp42 inh: -294; TRPML3 ag: 1.4; PPC-1+TRAIL kill: 7; thrombin 1536: 9; Furin inhibitor: 1; TbHK1 inh: -4; zfTRPN1 agonist: 2.1; Calpain2 inh: -3

Results for O=C(CCc1nnc(CCCCc2ccccc2)o1)NC1CCCC1 ?
EBV gp42 inh: -7; TRPML3 ag: 0.0; PPC-1+TRAIL kill: 9; thrombin 1536: -7; Furin inhibitor: -29; TbHK1 inh: -1; zfTRPN1 agonist: -2.5; KCC2 mod: -2; Calpain2 inh: -14

How did CC(=O)c1ccc(N2CCN(C(=O)c3cc(C)on3)CC2)cc1 do in these assays?
EBV gp42 inh: -14; TRPML3 ag: 0.7; PPC-1+TRAIL kill: 32; thrombin 1536: 0; Furin inhibitor: -3[20 µM]; TbHK1 inh: -37; zfTRPN1 agonist: 2.2; KCC2 mod: -0.16; Calpain2 inh: -10

Next part
How did Cc1c(-n2c(SCC(=O)O)nnc2-c2ccccc2Br)c(=O)n(-c2ccccc2)n1C do in these assays?
EBV gp42 inh: -11; TRPML3 ag: 0.4; PPC-1+TRAIL kill: 3; thrombin 1536: -1; Furin inhibitor: -15; TbHK1 inh: 4; zfTRPN1 agonist: 1.3; KCC2 mod: 0.079; Calpain2 inh: -2

What do the screens show for `O=C(CNc1ccc2ccccc2c1)N/N=C/C=C/c1cccc([N+](=O)[O-])c1`?
EBV gp42 inh: -8; TRPML3 ag: 1.1; PPC-1+TRAIL kill: -4; thrombin 1536: -7; Furin inhibitor: -9; TbHK1 inh: -6; zfTRPN1 agonist: -0.6; KCC2 mod: -0.16; Calpain2 inh: 6

What do the screens show for `Cc1cccc(NCc2ccccc2O)n1`?
EBV gp42 inh: -21; TRPML3 ag: -0.2; PPC-1+TRAIL kill: 0; thrombin 1536: 2; Furin inhibitor: -21; TbHK1 inh: 0; zfTRPN1 agonist: -2.0; KCC2 mod: -0.46; Calpain2 inh: -14

Results for Clc1ccccc1Cn1nnc(-c2ccccc2)n1 ?
EBV gp42 inh: 6; TRPML3 ag: -0.3; PPC-1+TRAIL kill: -4; thrombin 1536: 3; Furin inhibitor: -10; TbHK1 inh: -4; zfTRPN1 agonist: -2.6; KCC2 mod: -0.011; Calpain2 inh: -6

Results for Cc1ccc(C)c(NC(=S)N/N=C/C(C)c2ccccc2)c1 (stereo not drawn) ?
EBV gp42 inh: 2; TRPML3 ag: -0.1; PPC-1+TRAIL kill: 2; thrombin 1536: 2; Furin inhibitor: -16; TbHK1 inh: 4; zfTRPN1 agonist: -1.4; KCC2 mod: 25*; Calpain2 inh: -10

How did O=C(Nc1nccs1)c1cccc(N2C(=O)C3C4C=CC(C4)C3C2=O)c1 (stereo not drawn) do in these assays?
EBV gp42 inh: -6; TRPML3 ag: 0.6; PPC-1+TRAIL kill: 5; thrombin 1536: -9; Furin inhibitor: -7; TbHK1 inh: 29; zfTRPN1 agonist: 1.6; KCC2 mod: 0.68; Calpain2 inh: 17

How did CC(=O)Nc1ccc(S(=O)(=O)N2C(=O)c3cccc4cccc2c34)cc1 do in these assays?
EBV gp42 inh: -11; TRPML3 ag: -0.2; PPC-1+TRAIL kill: 10; thrombin 1536: -8; Furin inhibitor: -18; TbHK1 inh: -17; zfTRPN1 agonist: -0.3; KCC2 mod: 0.42; Calpain2 inh: -92

Results for CCC(=O)N1N=C2CC(C)(C)OCC2C1c1ccccc1 (stereo not drawn) ?
EBV gp42 inh: -16; TRPML3 ag: 0.1; PPC-1+TRAIL kill: -1; thrombin 1536: 1; Furin inhibitor: -11; TbHK1 inh: 19; zfTRPN1 agonist: 0.5; KCC2 mod: 0.61; Calpain2 inh: -3

How did O=C(/C=C/c1cn(-c2ccccc2)nc1-c1ccc2c(c1)OCCO2)NCCO do in these assays?
EBV gp42 inh: 3; TRPML3 ag: 0.8; PPC-1+TRAIL kill: -20; thrombin 1536: -4; Furin inhibitor: -16; TbHK1 inh: -20; zfTRPN1 agonist: 1.4; KCC2 mod: -1; Calpain2 inh: -64
